Source: PubChem BioAssay (National Center for Advancing Translational Sciences (NCATS))
Glioma ERSR ind = qHTS for Inducers of the Endoplasmic Reticulum Stress Response (ERSR) in Human Glioma: qHTS | Potency, µM, without a hit: top-dose activation, actives largely listed as activators | 420,000 tested, 0.02% active | U87-MG GRP78 promoter luciferase reporter, 16 h | AID 602332, 2012; also: potency is read from the fitted curve at half-maximal effect; series mostly up to about 76 µM; % of control where 0% means no effect; nearly all actives have a fitted effect of over 35% in size
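ERSR induction read as luciferase luminescence (Bright-Glo, 10 min at room temperature) in stably transfected human U87-MG glioma cells exposed to compounds for 16 h, using GRP78 as sensor.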
D2 PAM = HTS Assay for Positive Allosteric Modulators of the Human D2 Dopamine Receptor: Primary Screen for Potentiators | D(2) dopamine receptor (Homo sapiens), P14416 | potentiation, % at 10 µM | HEK293 T-REx D2, calcium flux, EC20 dopamine potentiation | 340,000 tested, 0.34% active;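 active = potentiation over 3 SD above the plate norm, cut at about 30% in these data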; also: 0% is about no effect
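Tetracycline-induced HEK293 T-REx cells force-coupled to calcium signalling expressed D2; compounds were pin-added after a 10 s baseline, read kinetically 180 s, then an EC20 dopamine challenge followed with a further 180 s calcium read.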
RXFP1 ag = qHTS Assay for Agonists of the Relaxin Receptor RXFP1. Relaxin receptor 1 (Homo sapiens), Q9HBX9. HEK293T-RXFP1 cAMP TR-FRET, 30 min; response scale: percent of porcine relaxin response, buffer zero. Potency, µM (top dose mostly 57.5 µM), for the others: at the highest dose activation, actives largely listed as activators. 370,000 tested, 0.3% active. AID 2676, 2010; also: potency is read from the fitted curve at half-maximal effect; % is scaled to controls: 0 for no effect and ±100 for the full control effect; nearly all actives have a fitted effect of over 60% in size; many of its hits are not listed in these tables
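cAMP rise read by TR-FRET after 30 min, 37C compound exposure (up to 58 uM) in RXFP1-transfected HEK293 cells with Ro 20174 present. EC50 from Hill-equation fits, with 29 nM porcine relaxin as 100% and buffer as basal.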
D1 PAM = Potentiators of Human D1 Dopamine Receptor: qHTS; 360,000 tested, 0.036% active; HEK293 TREx D1 cells, calcium flux, dopamine EC20 potentiation; D(1A) dopamine receptor (Homo sapiens), P21728; AID 504651, 2011; potentiation, % at 10 µM; in the data active = potentiation above about 30%; also: 0% is about no effect
Target sequence (P21728 whole entry, looked up): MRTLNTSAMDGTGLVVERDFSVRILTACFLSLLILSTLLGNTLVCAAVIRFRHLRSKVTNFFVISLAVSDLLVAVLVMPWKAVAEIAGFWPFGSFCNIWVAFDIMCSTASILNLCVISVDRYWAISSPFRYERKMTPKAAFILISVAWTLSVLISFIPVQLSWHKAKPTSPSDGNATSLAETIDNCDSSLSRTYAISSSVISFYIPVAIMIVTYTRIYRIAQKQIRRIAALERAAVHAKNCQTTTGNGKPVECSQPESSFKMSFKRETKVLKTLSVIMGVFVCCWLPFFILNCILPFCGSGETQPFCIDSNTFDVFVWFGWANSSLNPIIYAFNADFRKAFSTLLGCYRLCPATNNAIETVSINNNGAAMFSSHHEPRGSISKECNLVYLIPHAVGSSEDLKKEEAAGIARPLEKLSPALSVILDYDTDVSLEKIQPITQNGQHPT
Vif-APOBEC3F blk = qHTS for Inhibitors of Vif-A3F Interactions: qHTS; 390,000 tested, 0.2% active; Potency, µM (titrated, usually from 46.1 µM), for the others: at the top dose activity, negative = active; AID 602313, 2012; HeLa A3F-eYFP + Vif (tagged APOBEC3F with the HIV-1 protein that degrades it), YFP fluorescence increase; also: potency is read from the fitted curve at half-maximal effect; % of control where 0% means no effect; nearly all actives have a fitted effect of over 65% in size
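HeLa cells stably expressing A3F-eYFP plus Vif, plated and incubated overnight at 37 deg C, then exposed to compounds overnight at 37 deg C. Blocked degradation read as raised yellow fluorescence (Ex 488/Em 500-530).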
D1 antagonist = Antagonist of Human D 1 Dopamine Receptor: qHTS; D(1A) dopamine receptor (Homo sapiens), P21728; HEK293 TREx D1 cells, calcium flux, dopamine EC80; hits give low values; activity change, negative = inhibition, % at 10 µM; 360,000 tested, 3.2% active; AID 504652, 2011; in the data active = activity change below about -30%; also: % is scaled to controls: 0 for no effect and ±100 for the full control effect
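Kinetic fluorescence of a calcium dye serves as the read-out. D1-expressing Hek293 Trex cells, induced overnight at 30 C, are exposed to compound for 180 s before an EC80 dopamine addition, then read 180 s further.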
D1 ag = Allosteric Agonists of the Human D1 Dopamine Receptor: qHTS; D(1A) dopamine receptor (Homo sapiens), P21728; HEK293 T-REx D1 cells, calcium flux, agonist mode; activation, % at 2 µM; 360,000 tested, 1% active; in the data active = activation above about 30%; also: 0% is about no effect
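Tetracycline-induced HEK293 TREx D1 cells, force-coupled to calcium signalling, were dye-loaded with a no-wash calcium kit. Compound was pin-added after a 10 s baseline. Fluorescence was read kinetically at 1 cycle/s for 180 s, with calcium rises flagged as agonism.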
RXFP1 antagonist = qHTS Assay for Antagonists of the Relaxin Receptor RXFP1. 350,000 tested, 0.59% active. Relaxin receptor 1 (Homo sapiens), Q9HBX9. activity change, negative = inhibition, % at 57.5 µM. HEK293-RXFP1, relaxin-stimulated cAMP HTRF, 30 min; hits give low values;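 active = activity change of -60% or lower, but not beyond a set lower limit; inconclusive = change between -60% and -40%, or beyond the set limit; inactive = change above -40%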; also: % is scaled to controls: 0 for no effect and ±100 for the full control effect
Vif-A3G inh = qHTS for Inhibitors of Vif-A3G Interactions: qHTS. DNA dC->dU-editing enzyme APOBEC-3G (Homo sapiens), Q9HC16. HeLa A3G-eYFP + Vif (tagged APOBEC3G with the HIV-1 protein that degrades it), YFP fluorescence, overnight. Potency, µM (doses to about 46.1 µM), for the others: at the top dose activity, negative = active, hits mostly inhibitors. 410,000 tested, 0.076% active;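 also: potency is read from the fitted curve at half-maximal effect; % is scaled to controls: 0 for no effect and ±100 for the full control effect; nearly all actives have a fitted effect of over 60% in size; hits raise eYFP signal because A3G escapes Vif-driven loss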
Target sequence (Q9HC16 whole entry, looked up): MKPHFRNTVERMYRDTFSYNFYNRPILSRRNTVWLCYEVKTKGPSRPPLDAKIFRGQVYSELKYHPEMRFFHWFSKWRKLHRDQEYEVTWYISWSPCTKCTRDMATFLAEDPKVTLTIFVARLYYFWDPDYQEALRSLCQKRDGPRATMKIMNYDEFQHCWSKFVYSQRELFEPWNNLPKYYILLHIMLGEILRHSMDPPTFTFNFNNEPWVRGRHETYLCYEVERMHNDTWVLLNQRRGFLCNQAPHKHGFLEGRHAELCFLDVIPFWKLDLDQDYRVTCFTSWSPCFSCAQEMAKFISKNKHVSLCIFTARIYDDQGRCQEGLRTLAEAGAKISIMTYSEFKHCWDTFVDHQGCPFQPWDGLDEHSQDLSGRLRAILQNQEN
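Read-out is eYFP fluorescence (Ex 488/Em 500-530) from Vif-expressing HeLa A3G-eYFP cells; more signal means A3G escaped Vif-mediated degradation. Cells plated overnight, compound pinned in, incubated overnight at 37 deg C.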
Active calls of the source: *; ? = inconclusive; nt = not tested or not shown; & = joins results of further samples. Unless noted, calls follow the shape of the dose curve; as a rule, active = well fitted curve in the direction sought with a large enough effect; inconclusive = small, poorly fitted or top-dose-only effect, or another doubt; inactive = no such curve, though single readings can be large; an effect the other way counts as inactive or inconclusive. A portion of the library. The share of hits here may be higher or lower than overall.

SMILES | Glioma ERSR ind | D2 PAM | RXFP1 ag | D1 PAM | Vif-APOBEC3F blk | D1 antagonist | D1 ag | RXFP1 antagonist | Vif-A3G inh
CCOc1ccc(-n2c(SCC(=O)Nc3cc(C)on3)nc3c(c2=O)SCC3)cc1 | -3% | 11 | -1.0% | 3 | -3% | -10 | 2 | -1 | 3%
Cc1onc(-c2ccccc2Cl)c1C(=O)NCc1nc(-c2ccc(C(F)(F)F)cc2)no1 | -4% | 2 | 0.7% | 1 | 11% | -37* | 9 | ? | -3%
COc1cc(/C=N/N=C2/NC(=O)C(CC(=O)O)S2)ccc1OCc1cccc(Cl)c1 (configuration not stated) | 1% | 1 | -2.5% | -6 | -18% | -24 | -1 | -5 | 2%
CC(=O)NC(Cc1ccccc1)C(=O)NC1CCN(c2ncccc2[N+](=O)[O-])CC1 (configuration not stated) | -5% | nt | -5.1% | -2 | 1% | -1 | 3 | -3 | 0%
CCOc1ccc(C(=O)NCC2(c3ccccc3)CCOCC2)cc1 | 3% | 8 | -0.6% | 4 | 2% | 3 | -1 | -9 | 1%
O=C(Cn1cnc2ccccc2c1=O)NCCC(=O)Nc1ccc2c(c1)OCO2 | -2% | 8 | 1.5% | 2 | 6% | 45 | 1 | 10 | -2%
COc1cccc(/C=N/NC(=O)c2c(C)nc3ccc(Cl)cn23)c1OC | 2% | -3 | 1.2% | -5 | -3% | 4 | 4 | 2 | -2%
COCCCNC(=O)/C(C#N)=C/c1ccc(F)cc1 | -6% | 5 | 0.2% | -1 | 2% | -4 | 5 | -9 | -3%
CCn1c(SCC(=O)Nc2cc(C)on2)nnc1-c1ccco1 | -4% | -4 | 0.3% | -2 | -4% | 1 | 0 | 1 | -4%
COc1ccc(S(=O)(=O)N(C)CC(=O)NCc2cccnc2)cc1 | 1% | 12 | 1.6% | -3 | -13% | 0 | 1 | 14 | 1%
COc1ccc(-c2noc(CCC(=O)NCc3cc(Br)ccc3OC)n2)cc1 | 2% | -4 | 1.0% | -3 | -12% | -13 | 4 | -8 | -1%
CCOC(=O)c1cnn(-c2ncnc3sc(CC)cc23)c1N | -8% | 10 | 2.0% | -6 | nt | -11 | 0 | -9 | 0%
CC(=O)Nc1c(C)ccc(CNC(=O)COc2cc(C)ccc2C)c1C | -5% | -1 | -1.4% | -2 | -20% | -10 | 17 | 12 | -3%
CCOc1ccc(N(CC(=O)NCC2CCCO2)C(=O)CCC(=O)Nc2ccccn2)cc1 (configuration not stated) | -3% | -9 | 0.0% | -2 | -10% | 3 | 0 | -4 | 1%
COc1ccc2c(C)cc(SCC(=O)Nc3ccc(Cl)cn3)nc2c1 | -1% | 0 | 11% | 2 | 2% | 3 | 2 | nt | 0%
CCc1nc2scc(-c3ccccc3)c2c(=O)n1N | -6% | 7 | 1.0% | -1 | nt | -8 | 0 | 10 | -2%
N#CCc1nc(C(c2ccccc2)c2ccccc2)no1 | 3% | -17 | 0.8% | -4 | ? | 9 | 0 | -28 | -16%
CC1=C(C(N)=O)C(c2ccc(F)cc2)n2nc(CCCO)nc2N1 (configuration not stated) | -1% | 10 | 0.0% | -3 | ? | 12 | 1 | 5 | -4%
CC1C2C(C)N(C)C(=O)N(C)C2N(C)C(=O)N1C (configuration not stated) | -2% | nt | -0.7% | 1 | -29% | -2 | 2 | 7 | 0%
O=C(Cn1nnc(-c2ccccc2)n1)N/N=C/c1cccc([N+](=O)[O-])c1O | -3% | 14 | 3.0% | 3 | 0% | -12 | -1 | 15 | 2%
Cc1nc(N2CCCCC2)nc(N2CCCCC2)c1C=O | -2% | 7 | -1.3% | 2 | 0% | 9 | 2 | -22 | -1%
COc1ccc(-c2cc(C)no2)cc1S(=O)(=O)NCCCN(C)Cc1ccccc1 | 17% | -2 | 2.5% | -8 | -6% | -8 | 6 | -13 | 2%
Nc1ccc2c(c1)OC1(CCCCC1)O2 | -11% | -15 | 0.6% | -7 | 0% | -5 | 3 | -16 | 2%
c1ccc(Cn2c(Nn3cnnc3)nc3ccccc32)cc1 | -5% | 0 | 2.0% | -1 | -1% | 6 | 5 | -4 | -7%
Cn1c(NCc2c(O)ccc3ccccc23)nc2ccccc21 | 0% | 16 | -0.4% | -4 | 0% | 10 | 12 | 19 | 3%
COC(=O)C1=C(C)NC(=O)C1(NC(=O)CN1CCCC1=O)C(F)(F)F (configuration not stated) | -4% | 16 | 0.8% | -5 | -4% | -8 | 0 | -9 | -2%
Cc1ccc(C)c(OCCC(=O)OCC(=O)N2CCN(c3ccccc3)CC2)c1 | -4% | 9 | -0.8% | -2 | -1% | 0 | 3 | -27 | -1%
O=C(NC1CCCCC1)c1cc2c(cc1Cl)N1CCCCCC1=NS2(=O)=O | -2% | 3 | 1.3% | -3 | 9% | 0 | 3 | -6 | -2%
O=C(CCN1CCN(c2ccccc2F)CC1)Nc1ccc(F)cc1 | 1% | -16 | 2.1% | -26 | -2% | -14 | 2 | 3 | 0%
COC(=O)c1ccc(COc2ccccc2/C=C/C(=O)c2ccc(OCC(=O)O)cc2)cc1 | 1% | -5 | -1.9% | -9 | 5% | -15 | 23 | -20 | -27%
CC(=O)Nc1ccccc1NC(=O)C/C(C)=N/NC(=O)c1ccc([N+](=O)[O-])c(Cl)c1 | -4% | -9 | 2.8% | -6 | -2% | -9 | 0 | -10 | 2%
C=CCN(c1ccccc1)S(=O)(=O)c1ccc2[nH]cc(C(=O)NCCOC)c(=O)c2c1 | -5% | -5 | 20% | -6 | 0% | -11 | 1 | -8 | 0%
Cc1ccc(-c2nnn3c2nc(Cl)c2ccccc23)cc1 | 13% | 24 | 5.9% | 1 | 6% | 5 | 2 | -21 | 2%
C/C(=N\O)c1ncc(C(F)(F)F)cc1Cl | 0% | -3 | 0.9% | 5 | -17% | 4 | 0 | -7 | 0%
COc1ccc(-n2c(O)c(/C=N/NS(=O)(=O)c3ccc(C)cc3)c3ccccc3c2=O)cc1OC | -4% | 1 | 2.4% | 1 | 5µM* | -6 | 53* | -14 | ?
COc1ccc(N2CCN(C(=O)CCS(=O)(=O)c3ccc(C)cc3)CC2)cc1 | -5% | -1 | 2.9% | -5 | 4% | -3 | 1 | -14 | 2%
Cn1cc(S(=O)(=O)Nc2ccc(Br)cc2F)c(=O)n(C)c1=O | -5% | 8 | 2.5% | 1 | -7% | 4 | 3 | 6 | 0%
Cc1ccc(N2CCN(/N=C/c3cccnc3)CC2)cc1 | 1% | 1 | -0.1% | 3 | 3% | -4 | 6 | -17 | 0%
CN1CCN(c2nc3c(S(=O)(=O)c4ccccc4)nnn3c3ccsc23)CC1 | -3% | -1 | 9.5% | -4 | -2% | -10 | 1 | -10 | 3%
COc1cc(OC)cc(-c2nnc(SCc3c(F)cccc3Cl)o2)c1 | 3% | -6 | 0.5% | -10 | -1% | -33* | 12 | 19 | -1%
CC(=O)Nc1cccc(NC(=O)Cc2nc(-c3ccccc3)sc2-c2ccc(C)cc2)c1 | 2% | -7 | 0.4% | -4 | -14% | -1 | 6 | -26 | 0%
NS(=O)(=O)c1cc(C(=O)OCC(=O)Nc2ccccc2[N+](=O)[O-])ccc1Cl | -3% | 4 | 14% | 3 | 10% | 15 | 2 | -2 | 1%
CC(C)CC(=O)O/N=C1\C(=O)N(c2ccccc2)c2ccccc21 | -5% | 3 | -1.4% | 3 | -1% | 2 | 0 | -9 | -1%
COc1ccc(-c2c(C)oc3cc(O)cc(O)c3c2=O)cc1OC | 1% | 4 | -0.2% | -4 | 2% | 1 | -1 | nt | -9%
C#CCOCCOCCOCCNc1nc(N2CCN(C(=O)CCCCCCCCCCNC(=O)[C@H]([C@@H](C)CC)n3cc(CCCCN=C(N)N)nn3)CC2)nc(N2CCN(C(=O)CCCCCCCCCCNC(=O)[C@H](CCCCN)n3cc(C)nn3)CC2)n1 | -10% | -16 | 0.0% | -2 | 7% | 31 | 3 | nt | -23%
CN1C(=S)SC(/[N+]([O-])=C/c2c(F)cccc2Cl)C1(C)C (configuration not stated) | -5% | -4 | 4.7% | 0 | 15% | 5 | 1 | 10 | 2%
CCCCCN(C(=O)NC(=O)NC(C)CC)S(C)(=O)=O (configuration not stated) | -3% | -7 | 1.1% | -9 | 0% | -10 | 0 | -11 | 2%
Cc1ccc(S(=O)(=O)Cc2ccc(C(=O)O)o2)cc1 | -6% | -3 | -2.7% | 5 | -6% | -7 | 0 | -1 | 1%
Cc1ccccc1OCC(=O)Nc1ccc(Cc2ccncc2)cc1 | 0% | -1 | -0.8% | -3 | 5% | -44* | 16 | -5 | -14%
COC(=O)C1=C(C)NC(C)=C(C(=O)OC(C)C)C1c1cccc2nonc12 (configuration not stated) | -1%&3% | 11 | -0.4% | -3 | -12% | 1 | -2 | -21 | -4%
Cc1cccc(C)c1Nc1c(-c2ccc(N3CCOCC3)cc2)nc2cnccn12 | -4% | 16 | ? | -8 | -3% | 4 | 4 | 2 | -5%

Reprinted from the results shown, 2 compounds:
SMILES | Glioma ERSR ind | D2 PAM | RXFP1 ag | D1 PAM | Vif-APOBEC3F blk | D1 antagonist | D1 ag | RXFP1 antagonist | Vif-A3G inh
COC(=O)C1=C(C)NC(C)=C(C(=O)OC(C)C)C1c1cccc2nonc12 (configuration not stated) | -1%&3% | 11 | -0.4% | -3 | -12% | 1 | -2 | -21 | -4%
Cc1cccc(C)c1Nc1c(-c2ccc(N3CCOCC3)cc2)nc2cnccn12 | -4% | 16 | ? | -8 | -3% | 4 | 4 | 2 | -5%
